Screening data from PubChem.
SUMO1-SIM PPI: modulators of SUMO1 protein-protein interactions, primary screen, biochemical, uHTS; AID 602429, 2012; hit rate 0.33% among 360,000; Small ubiquitin-related modifier 1 (Homo sapiens), P63165; inhibition, % at 20 µM; SUMO1 binding to a labelled peptide, TR-FRET, 1 h; in the data active means inhibition above about 37%
Target sequence (P63165 whole entry, looked up): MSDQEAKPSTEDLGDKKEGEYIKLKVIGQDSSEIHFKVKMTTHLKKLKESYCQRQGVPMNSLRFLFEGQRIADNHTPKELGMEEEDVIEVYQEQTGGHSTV
Scp1 inh: Scp-1 phosphatase inhibitors, primary screen, biochemical, colorimetric, uHTS | Carboxy-terminal domain RNA polymerase II polypeptide A small phosphatase 1 (Homo … | Recombinant Scp1, phosphopeptide, malachite green phosphate absorbance | inhibition, % at 20 µM | hit rate 0.88% among 340,000 | AID 493091, 2011;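 active means inhibition above about 50% at 20 µM, limit read from the data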;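 further: plate controls were DMSO wells with enzyme for no effect and wells lacking enzyme for full effect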
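Material: truncated SCP-1 phosphatase (76-261aa) / Buffer or medium: 50 mM Tris acetate pH 5.5, 0.005% Tween-20, 10 mM MgCl2 / Compound dosing: one concentration, 20 µM, with 1.0% DMSO / Incubation: 45 min room-temperature reaction, 5 min colour, 30 min stabiliser / Detection: colorimetric free-phosphate detection, absorbance 630 nm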
DNMT1 inh: human DNMT1 methyltransferase inhibitors, primary screen, biochemical, molecular beacon, fluorescence, HinP1I cleavage, uHTS; inhibition (reported as % activation of signal), % at 10 µM; hit rate 0.83% among 360,000; in the data active means inhibition above about 50%
MLLE-PAM2 inh: inhibitors of PABP1 MLLE–PAM2 peptide binding, primary screen, biochemical, fluorescence polarization, FITC-PAM2, GST-MLLE; hit rate 0.36% among 360,000; inhibition, % at 20 µM; AID 588489, 2011; Polyadenylate-binding protein 1 (Homo sapiens), P11940; in the data active means inhibition above about 35%, passing the limit was not always enough;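 further: plate controls were DMSO wells with GST-MLLE for no effect and wells lacking GST-MLLE protein for full effect; some results filed as inactive read as strong as hits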
Target sequence (P11940 whole entry, looked up): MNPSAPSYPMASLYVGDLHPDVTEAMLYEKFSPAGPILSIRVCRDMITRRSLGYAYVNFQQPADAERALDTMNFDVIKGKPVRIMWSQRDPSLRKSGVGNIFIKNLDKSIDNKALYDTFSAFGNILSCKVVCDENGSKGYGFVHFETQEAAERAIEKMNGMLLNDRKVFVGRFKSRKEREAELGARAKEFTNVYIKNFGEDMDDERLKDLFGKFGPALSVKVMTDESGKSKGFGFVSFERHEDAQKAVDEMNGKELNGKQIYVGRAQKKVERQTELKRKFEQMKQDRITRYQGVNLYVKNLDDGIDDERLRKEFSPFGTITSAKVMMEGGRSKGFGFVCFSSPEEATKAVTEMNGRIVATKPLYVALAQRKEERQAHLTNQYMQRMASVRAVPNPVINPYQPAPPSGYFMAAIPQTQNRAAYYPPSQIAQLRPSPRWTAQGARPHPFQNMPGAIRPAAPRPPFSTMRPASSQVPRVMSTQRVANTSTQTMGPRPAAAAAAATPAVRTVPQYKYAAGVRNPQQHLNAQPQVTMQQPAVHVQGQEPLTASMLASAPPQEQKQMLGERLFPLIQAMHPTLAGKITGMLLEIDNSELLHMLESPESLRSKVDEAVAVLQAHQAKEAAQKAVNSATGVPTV
NadD inh: inhibitors of S. aureus NadD, primary screen, biochemical, colorimetric, uHTS; Nicotinate-nucleotide adenylyltransferase NadD (Staphylococcus aureus N315); purified NadD enzyme, colorimetric absorbance read-out; inhibition, % at 20 µM; hit rate 0.78% among 360,000; AID 602399, 2012; in the data active means inhibition above about 26%; further: some compounds past the cut are filed as inactive
STEP inh: STEP phosphatase inhibitors, primary screen, biochemical, fluorescence intensity, uHTS; hit rate 0.25% among 360,000; Tyrosine-protein phosphatase non-receptor type 5 (Homo sapiens), P54829; recombinant STEP, OMFP fluorogenic substrate; AID 588621, 2011; inhibition, % at 20 µM;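 active means inhibition at 20 µM, scaled per plate between control wells, above about 37%, limit read from the data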;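 further: 0% = DMSO with enzyme and substrate and 100% = substrate only without enzyme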
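Material: STEP (striatal-enriched tyrosine phosphatase) enzyme, cell-free; Compound dosing: 20 µM single dose in 1% DMSO; Technique: fluorescence read at 480 nm ex / 540 nm em; Times: reaction 20 min, ambient temperature; Medium: 50 mM Bis-Tris pH 6.0 with 2.5 mM DTT and 0.005% Tween 20; Also added: OMFP at 25 µM.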
CSN inh: inhibitors of CSN-mediated cullin deneddylation, primary screen, biochemical, fluorescence polarization, uHTS; Purified CSN, SCF-Nedd8-OG deneddylation; COP9 signalosome complex subunit 5 (Homo sapiens), Q92905; inhibition, % at 12.5 µM; hit rate 0.38% among 360,000;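 active means pattern-corrected inhibition above about 35%, with an unprinted fluorescence ratio check between 0.5 and 1.5, limit read from the data, passing the limit was not always enough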;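 further: 0% = enzyme with substrate and 100% = substrate without enzyme; some results filed as inactive read as strong as hits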
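Schedule: reaction 90 min, room temperature / Assay system: HEK293T-derived human Csn5 enzyme / Input: Csn5 at 0.24 nM final / Measure: inhibition of Csn5 cleavage, % / Control set: substrate-only high control, full reaction low control / Technique: fluorescence polarization of the substrate / Buffer or medium: Tris/NaCl/DTT buffer, pH 7.5 / Reagent: SCFSkp2-Nedd8OG substrate at 10 nM final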
LMPTP block: LMPTP phosphatase inhibitors, primary screen, biochemical, fluorescence intensity, uHTS | Low molecular weight phosphotyrosine protein phosphatase (Homo sapiens), P24666 | recombinant LMPTP-A, OMFP fluorogenic substrate | inhibition, % at 20 µM | hit rate 0.22% among 360,000 | AID 651560, 2012;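 active means compounds that cut the enzyme signal by at least half of the control window in the single-dose screen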;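 further: plate controls were DMSO wells with enzyme plus substrate for no effect and substrate without enzyme for full effect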
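Material: LMPTP-A; amount: 0.625 nM enzyme; doses: single 20 µM dose; times: reaction 50 min, room temperature, dark; technique: fluorescence intensity of OMFP turnover product; benchmarks: no-enzyme and uninhibited controls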
Rpn11 block: Rpn11 (PSMD14) deubiquitinase inhibitors, primary screen, biochemical, fluorescence polarization, uHTS; 26S proteasome non-ATPase regulatory subunit 14 (Homo sapiens), O00487; human 26S proteasome, Ub4-pepOG fluorescence polarization; 20S core pre-blocked with epoxomicin; hit rate 0.59% among 360,000; calls only at 20 µM;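 active means inhibition at 20 µM, scaled to each plate's controls, above about 33%, limit read from the data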
Target sequence (O00487 whole entry, looked up): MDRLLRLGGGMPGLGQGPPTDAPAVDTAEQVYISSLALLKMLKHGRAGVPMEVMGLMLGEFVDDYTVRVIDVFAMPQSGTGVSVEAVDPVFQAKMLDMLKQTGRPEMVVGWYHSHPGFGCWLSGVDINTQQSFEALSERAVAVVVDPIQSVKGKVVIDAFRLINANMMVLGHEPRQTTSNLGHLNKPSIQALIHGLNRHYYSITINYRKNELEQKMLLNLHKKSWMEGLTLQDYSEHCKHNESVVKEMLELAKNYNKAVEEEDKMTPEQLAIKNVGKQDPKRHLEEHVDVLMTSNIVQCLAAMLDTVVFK
TbMetRS inhib: T. brucei MetRS inhibitors, primary screen, biochemical, luminescence; purified T. brucei MetRS, ATP depletion, Kinase-Glo luminescence; inhibition, % at 11.9 µM; hit rate 0.4% among 360,000; AID 624268, 2012;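 active means inhibition above a per-plate cutoff of the control wells' mean inhibition plus 3 SD, cut at about 5.5% in these data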;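 further: 0% = DMSO wells median and 100% = median of wells with control inhibitor compound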
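technique = Kinase-Glo luminescence, ATP depletion format | system = purified MetRS (methionyl-tRNA synthetase) enzyme from Trypanosoma brucei | timing = 15 min preincubation, 2 h reaction, all 25 °C | evaluation = percent inhibition versus plate control medians | dosing = single dose, 11.9 µM final nominal, 0.9% final DMSO | also added = substrates ATP, L-methionine and bulk Escherichia coli tRNA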
Active calls of the source: *; i = inactive; / = no result given.

SMILES	SUMO1-SIM PPI	Scp1 inh	DNMT1 inh	MLLE-PAM2 inh	NadD inh	STEP inh	CSN inh	LMPTP block	Rpn11 block	TbMetRS inhib
COc1cc(OC)nc(Oc2ccccc2C(=O)Oc2ccccc2Cl)n1	0	-9	-1	-7	-3	-1	4	1.3	i	-0.5
Cc1cc(C)c(S(=O)(=O)C(C)C)c(=O)[nH]1	0	-6	2	-7	0	1	0	-0.9	i	0.8
CCCCNCC(=O)Nc1sc(C)c(C)c1C(=O)OCC	3	-4	1	3	-3	3	-7	0.0	i	0.6
COc1ccc(-n2c(=O)c3ccccc3n(Cc3ccccc3F)c2=O)cc1OC	5	-5	2	0	2	0	1	3.1	i	-1.3
CCC1Oc2ccc(Cl)cc2N(CC(=O)O)C1=O (stereo not drawn)	5	0	0	-9	4	-4	3	-0.1	i	-0.5
O=C(CN1CCN(c2cccc(C(F)(F)F)c2)CC1)Nc1cccc(C(F)(F)F)c1	0	9	-7	16	-2	-8	5	1.5	i	-1.4
CC(OC(=O)/C=C/c1ccccc1)C(=O)Nc1cccc(C#N)c1 (stereo not drawn)	-2	-10	-4	-4	-7	-1	-3	0.2	i	-0.5
Cc1ccc(NC(=O)c2ccccc2F)nc1	0	7	9	2	-1	0	-1	-3.2	i	-0.2
Cc1ccc(S(=O)(=O)N2CCN(S(C)(=O)=O)C2c2ccccc2)cc1 (stereo not drawn)	-4	-10	-2	7	-7	1	-8	-0.9	i	-0.3
NC(=O)N/N=C/c1ccc(-n2nncc2-c2ccc(Cl)cc2)cc1	-18	4	-2	-8	8	1	6	1.6	i	0.5
COc1cc([N+](=O)[O-])ccc1NC(=O)Nc1cnccn1	19	-2	-1	-1	5	3	-3	2.5	i	-0.1
COC(=O)[C@H]1C[C@H](OC(=O)Nc2c(C)noc2C)[C@@]2(O)CN(S(=O)(=O)c3ccc(C)cc3)CC2[C@H]1C(=O)OC (stereo partly drawn)	-3	/	2	-4	1	0	6	-0.9	i	0.1
CC(C)CNC(=O)c1ccc(-c2ccc(F)c(F)c2)c2ccoc12	3	/	3	9	-3	3	-1	2.6	i	0.5
COc1ccc(NC(=O)CSc2c3c(nc4ccccc24)CCCC3)c(OC)c1	-6	-3	0	27	-2	-1	9	1.1	i	-0.3
CCN(CC(=O)NCc1ccc(Cl)cc1)C(=O)CCOc1ccccc1C	-2	-6	-1	-5	-7	0	-5	0.6	i	-0.1
CN1CCc2c(sc(NC(=O)c3ccco3)c2C(N)=O)C1	6	-8	0	-18	-3	2	3	1.6	i	-0.3
COc1cccc(-c2cnc(C(O)c3c(C)ccc4ccccc34)[nH]2)c1 (stereo not drawn)	-8	/	-1	10	1	-1	1	1.1	i	-0.1
CC1(C(=O)NCc2cccc(Cl)c2)Cc2c(-c3ccc4c(c3)OCO4)ccnc2O1 (stereo not drawn)	2	/	-6	-6	0	0	1	0.9	i	-0.1
Cn1nnc2cc(C(=O)NCc3ccco3)ccc21	0	1	12	-3	0	-1	3	0.9	i	-0.7
CC[n+]1c(/C=C(\C)SC)sc2ccccc21	-3	0	3	20	-3	3	6	1.7	i	-0.4
Cc1cccc(C)c1N=C1C(=O)Nc2ccccc21	-17	-7	-4	4	-3	0	1	-0.9	i	0.2
Cc1noc(C)c1S(=O)(=O)Nc1cc(C(F)(F)F)ccc1N1CCOCC1	-3	1	-3	10	-6	0	5	1.8	i	-0.5
Cc1cccc(-n2nc3c(c2NC(=O)c2ccc(Br)o2)CSC3)c1C	0	-8	14	11	2	6	0	2.6	i	-0.1
CCOC(=O)C1C(C(=O)Nc2cccc(C(F)(F)F)c2)C1C(=O)NC(C)C (stereo not drawn)	5	-4	-2	2	-4	-2	-1	-0.3	i	0.3
Cc1nn(Cc2c(F)c(F)c(F)c(F)c2F)c(C)c1NC(=O)c1ccnn1C	-1	-2	2	2	0	-2	1	0.0	i	0.1
COc1ccc(OC)c(N/C(C)=C/C(=O)c2ccncc2)c1	-4	-10	-15	-4	-2	4	-2	0.7	i	-0.3
O=C(Nc1ccc(S(=O)(=O)N2CCOCC2)cc1)c1ccc(F)cc1	2	-9	0	15	-3	1	1	-1.2	i	-0.6
CSc1nn2c(C(F)(F)F)cc(C(F)(F)F)nc2c1C(N)=O	-12	-11	0	-4	0	0	2	0.3	i	-1.3
Fc1cccc(Cl)c1COc1ccc(-c2nnco2)cc1	3	-1	0	8	-1	0	5	-0.3	i	-0.5
COc1ccc(C2CC(c3ccccc3OC(C)=O)=NN2C(=O)/C=C/c2ccccc2)cc1 (stereo not drawn)	-6	-24	-9	3	2	3	-12	6.9	i	0.2
COCCNC(=O)C1CCCN(Cc2ccc(C#N)cc2)CC1 (stereo not drawn)	-11	/	5	-3	-2	2	3	-2.7	i	-0.2
CCC(CC)c1nnc(NC(=O)C2COc3ccccc3O2)s1 (stereo not drawn)	-1	-4	8	-9	-6	2	0	-0.8	i	-0.2
COc1cc(N)ccc1Cc1ccc(N)cc1OC	-3	-5	-23	-3	5	-2	0	-0.1	i	-0.2
COc1ccccc1S(=O)Cc1ccc(C(=O)NCCc2ccc(Cl)cc2)o1 (stereo not drawn)	1	-12	-4	1	-6	1	-1	-0.1	i	-0.5
O=C(O)c1cccc(NC(=O)c2ccccc2NC(=O)c2cccs2)c1	11	/	5	13	7	-3	-5	-0.3	i	-0.3
CC(C)c1cccc(C(C)C)c1NC(=O)CCN1C(=O)NC2(CCCC2)C1=O	5	-5	1	0	0	-1	6	-2.0	i	-0.3
O=[N+]([O-])c1c(NCCCO)cc(N2CCCCCC2)c2nonc12	-29	-9	-8	8	-2	-2	2	0.4	i	0.2
COc1ccc2oc(=N)c(C(=O)Nc3ccccc3Cl)cc2c1	6	-2	22	0	-2	1	0	1.6	i	0.6
Cc1ccc(-n2c(Cn3nc(C(F)F)cc3C(F)F)n[nH]c2=S)cc1	2	-3	0	-5	-3	-2	4	-2.2	i	-1.2
CCN1CCN(CC(=O)N/N=C/c2ccc(F)cc2F)CC1	-2	0	-4	16	-2	0	0	-1.2	i	0.3

Results in CSN inh and NadD inh, for some of the entries so far:
mol | CSN inh | NadD inh
O=C(Nc1ccc(S(=O)(=O)N2CCOCC2)cc1)c1ccc(F)cc1 | 1 | -3
CSc1nn2c(C(F)(F)F)cc(C(F)(F)F)nc2c1C(N)=O | 2 | 0

Remaining list, next part.
SMILES	SUMO1-SIM PPI	Scp1 inh	DNMT1 inh	MLLE-PAM2 inh	NadD inh	STEP inh	CSN inh	LMPTP block	Rpn11 block	TbMetRS inhib
CC(NC(=O)COC(=O)Cc1ccccc1[N+](=O)[O-])c1ccccc1 (stereo not drawn)	-5	-4	3	0	-6	-1	-6	0.0	i	-0.5
CCS(=O)(=O)N1CCC(NC(=O)C2CCCCC2)CC1	0	-1	5	-9	-1	0	0	-1.1	i	-1.1
COc1ccc(-n2c(C)cc(=O)[nH]c2=O)cc1	2	-7	-1	4	-3	0	0	-2.0	i	-0.3
CC(C)(C)c1cnnn1-c1cccc([N+](=O)[O-])c1	-8	-6	-1	4	-7	-4	0	-1.0	i	-0.6
COC(=O)[C@]12CCCCC=C1N(Cc1ccco1)C(=O)[C@H](CC(=O)N1CCN(C(=O)c3ccco3)CC1)C2	-4	/	/	/	2	/	3	-1.2	/	-0.6
O=C(N=C1SC2CS(=O)(=O)CC2N1c1ccccc1)C1CC1 (stereo not drawn)	-2	-9	-1	9	2	2	-1	-0.9	i	-0.1
CN(CC(=O)Nc1ccc(C(N)=O)cc1)CC(=O)Nc1ccccc1Br	-1	-11	1	4	0	0	4	-0.2	i	-1.2
Cc1ccc(C(=O)N2CCN(S(=O)(=O)c3ccc(Br)cc3)CC2)o1	1	10	8	-8	4	6	5	1.3	i	-0.7
Cc1cc(-c2nnc(SCC(=O)Nc3cccc(C)c3C)n2N)n[nH]1	2	-13	0	-7	3	0	2	-1.4	i	0.8
Cc1ccc([C@@H]2CC=C(C(=O)O)[C@H](c3cccc(Cl)c3)N2S(=O)(=O)c2ccccc2C)cc1	8	8	2	9	7	-1	2	2.5	i	-1.0
Cn1c(CNc2cccc(Cl)c2)nnc1SCC#N	0	-4	1	8	2	2	-3	-0.7	i	-0.1
CC(=O)[C@@]1(O)CCC2C3CC[C@H]4C[C@@H](O)CC[C@]4(C)C3CC[C@@]21C (stereo partly drawn)	2	-7	2	13	5	-1	2	-1.6	i	0.2
COc1ccc(NC(=O)/C(C#N)=C/c2ccc3c(c2)n(C)c(=O)n3C)cc1	-3	2	2	-10	5	0	-10	-1.9	i	-0.2
NC(=O)c1c(NC(=O)c2cccs2)sc2c1CCCCCC2	1	-12	-6	15	-4	7	2	2.4	i	0.0
CC1=C(C(=O)N(C(C)C)C(C)C)CC(CC(=O)NCCCCc2ccccc2)C(=O)N1Cc1ccc(F)cc1 (stereo not drawn)	22	/	-6	-6	-2	2	0	1.2	i	-0.3
Cc1cc(C(=O)CSc2nnc(-c3ccc4c(c3)OCO4)o2)c(C)n1-c1ccc(F)cc1	2	-4	-3	-83	1	3	5	3.5	i	0.6

Rows were taken by chance. About 3.6% of those tested had a hit in this group.
